RT RNaseH block = blocks HIV-1 RNase H cleavage of RNA/DNA duplex. P04585. RT-RNase H RNA/DNA duplex cleavage, fluorescence. inhibition, % at 10 µM. 65,000 compounds, 1.9% hits. AID 565; in the data active means inhibition above about 50%
RmlC RmlD mix = inhibitors of RmlC and RmlD coupled enzymes | RmlC/RmlD coupled enzyme inhibition, 384-well mixture HTS | 110,000 compounds, 0.39% hits | inhibition, % at 5.5 µM | AID 1532; in the data active means inhibition above about 30%, passing the limit was not always enough; inconclusive means no clear call, values can overlap the other calls; further: strong numbers were not always called active
Active calls of the source: *; i = inactive; ? = inconclusive; nt = not tested or not shown. Some of the compounds tested (hit frequency here may not be typical).

SMILES	RT RNaseH block	RmlC RmlD mix
O=C(Nc1cnn(Cc2ccc(Cl)c(Cl)c2)c1)C12CC3CC(CC(C3)C1)C2	nt	10
COc1cc(OC)c2ccc(=O)oc2c1C(CC(=O)N1CCCC1)c1ccc2c(c1)OCO2 (centres undefined)	nt	8
CC(C)N1C(=O)S/C(=C/c2cccnc2)C1=O	nt	-8
Cc1cc(=O)[nH]c(/N=C(/NC(=O)c2ccccc2)Nc2ccc3c(c2)OCCO3)n1	48	nt
CC(=O)Nc1cccc(NC(=O)C2CCCN2C(=O)Nc2ccc(C)cc2)c1 (centres undefined)	0	2
O=S(=O)(c1ccc(NC2CCCCC2)cc1)N1CCOCC1	-11	5
CCOC(=O)c1ccc(NC(=O)c2nc[nH]c2C(=O)N2CCC(C)CC2)cc1	nt	-13
Cc1nnc(NC(=O)CSc2nnc(Cc3cccn3C)n2C)s1	-10	8
Cc1ccc(C(=O)/C=C/Nc2cccc(O)c2)cc1	-11	2
O=C(c1ccc2c3n(nc2c1)-c1ccccc1CO3)N1CCCCC1	nt	5
Cc1ccc(N2CCN(CC(O)COC3CCCCC3)CC2)cc1 (centres undefined)	-3	6
CC(=O)NCCc1nc2ccccc2n1Cc1ccccc1	-6	-17
CN(C)C(=O)N1CCCC(C(=O)NCc2ccccc2Cl)C1 (centres undefined)	0	4
c1ccc2c(c1)nc1n2CN(Cc2ccc3c(c2)OCO3)CN1	-3	-4
COc1ccc(OCC(=O)N2CC3(C)CC2CC(C)(C)C3)cc1 (centres undefined)	3	-7
CC(=O)c1c(C)n(-c2ccc(N(C)C)cc2)c2ccc(OCC(N)=O)cc12	-19	-1
COc1ccc(Nc2nnc(C)c(=O)[nH]2)cc1	nt	5
CC(C)CCNC(=O)CN(CC1CCCO1)C(=O)CCC(=O)Nc1ccccn1 (centres undefined)	-1	-9
Cc1ccccc1N/C(=C(/C(Cl)=C(Cl)Cl)[N+](=O)[O-])n1nnc2ccccc21	nt	2
CCCCCCOc1ccc(C(=O)n2cnc(N)n2)cc1	8	-5
CCc1c(C)nc(Nc2nc(C)c3cc(OC)ccc3n2)[nH]c1=O	-46	7
Cc1cc(C)cc(NS(=O)(=O)c2ccc3c(c2)c(=O)n(C)c(=O)n3C)c1	nt	-5
CNC(=O)CN1C(=O)CSc2ncccc21	-11	-8
CCC(=O)Nc1ccc(N2CCCCC2)cc1	nt	-8
Cc1ccc(S(=O)(=O)NCC23C=CC(O2)C2C(=O)N(c4ccccc4)C(=O)C23)cc1 (centres undefined)	nt	7
NC(=O)C1CCN(CC(=O)N2c3ccccc3CCc3ccccc32)CC1	1	-5
Cc1ccc(OCCN2CCCCCC2)c(C)c1	-2	-5
CCOC(=O)c1c(C=O)c(C)n(Cc2ccc(Cl)cc2)c1C	nt	7
Cc1nc(-c2c(C(F)(F)F)noc2-c2ccc(O)cc2O)cs1	nt	-10
Cc1c(Cc2ccccc2)c(=O)oc2cc(OCc3nn[nH]n3)ccc12	-1	20
COC(=O)c1[nH]c2cc(C)ccc2c1NC(=O)CN1CCN(C(=O)c2ccco2)CC1	6	11
Cc1cc(NC(=O)CSc2nc(-c3ccco3)cc(C(F)(F)F)n2)no1	-3	11
COCCNC(=O)c1onc(CSc2cccc(Cl)c2)c1C(=O)O	nt	5
COC(=O)N1CCN(c2ccc(Cl)c(Cl)c2)CC1	-34	-8
Cc1nc2ccccc2c2oc(C(=O)NCc3ccccn3)cc12	-22	9
C=C(C)CC1N(c2cccc(OC)c2)C(=O)[C@@H]2C(C(=O)O)[C@H]3C=C[C@@]12O3 (some centres undefined)	-3	-11
Cc1cc(NC(=O)c2nn3cccnc3c2Cl)no1	nt	-8
Cc1cccc(OCc2nnc(NC(=O)c3cccs3)s2)c1	nt	6
CCc1nnc(NC(=O)CSc2nnc(CNc3ccc(F)cc3)n2C2CCCCC2)s1	14	-6
CN(C)c1ccc(N2CN=C3SCC(=O)N3C2)cc1	nt	6
C#CCOCCOCCOCCNc1nc(N2CCN(C(=O)[C@H]([C@@H](C)CC)n3cc(CCC(=O)O)nn3)CC2)nc(N2CCN(C(=O)[C@H](C)n3cc(CCCN=C(N)N)nn3)CC2)n1	nt	-8
Cc1ccc(Cn2cnc3c(nnn3Cc3ccc(Cl)cc3)c2=O)cc1	-6	-10
CCN(CCNC(=O)CN(C)S(=O)(=O)c1cccc2nsnc12)c1ccccc1	nt	5
O=C(CSc1nnc(-c2ccncc2)n1-c1ccc(Cl)cc1)N1CCOCC1	-15	-15
O=C(CSCc1ccccc1)Nc1ccc(S(=O)(=O)N2CCOCC2)cc1	nt	8
C=CCOc1cccc(C2C(C(=O)c3ccco3)=C(O)C(=O)N2CCN(CC)CC)c1 (centres undefined)	-10	14
COc1cc(-c2nc(-c3ccc4c(c3)-c3ccccc3S4(=O)=O)c(-c3ccccc3)[nH]2)cc(OC)c1O	nt	-10
O=C(NNC1=NCCC1)c1ccc(Br)cc1	nt	-2
Cc1c(NC(=O)c2ccc(Br)o2)c(=O)n(-c2ccccc2)n1C	-6	-2
Cc1ccccc1C1CC(c2ccccc2OC(F)F)Nc2ncnn21 (centres undefined)	-20	-13
CC(C)(C)c1ccc(-c2nnc(NC(=O)c3ccccc3)s2)cc1	nt	0
O=C(CCS(=O)(=O)c1cccc2nsnc12)NCc1ccccc1	-5	0
CCC1(C)Cc2c(sc3nnn(CC(=O)Nc4cccc5ccccc45)c(=O)c23)CO1 (centres undefined)	nt	3
O=C1NC2(NN1c1ccccc1)C1CC3CC(C1)CC2C3 (centres undefined)	nt	8
O=C(Cn1cc2c(n1)CCCC2)NCC1CCCO1 (centres undefined)	-5	-8
CC(CCc1ccccc1)NS(=O)(=O)c1ccccc1 (centres undefined)	nt	?
CC(C)Cn1c(-c2ccccc2)nc(=S)c2c1CCCC2	nt	-42
O=C(Nc1ccccc1C(=O)N1CCCC1)c1cccc(S(=O)(=O)N2CCCCCC2)c1	-5	-12
COc1ccc(C2C(C(=O)c3cc4cccc(OC)c4o3)=C(O)C(=O)N2CCCN(C)C)cc1OC (centres undefined)	-15	nt
CC(C)N1CC(C(=O)Nc2ccc(Br)c(Cl)c2)CC1=O (centres undefined)	-16	-9

An excerpt taken from the entries so far:
SMILES	RT RNaseH block	RmlC RmlD mix
Cc1ccc(Cn2cnc3c(nnn3Cc3ccc(Cl)cc3)c2=O)cc1	-6	-10
CCN(CCNC(=O)CN(C)S(=O)(=O)c1cccc2nsnc12)c1ccccc1	nt	5
O=C(CSc1nnc(-c2ccncc2)n1-c1ccc(Cl)cc1)N1CCOCC1	-15	-15
O=C(CSCc1ccccc1)Nc1ccc(S(=O)(=O)N2CCOCC2)cc1	nt	8
C=CCOc1cccc(C2C(C(=O)c3ccco3)=C(O)C(=O)N2CCN(CC)CC)c1 (centres undefined)	-10	14
COc1cc(-c2nc(-c3ccc4c(c3)-c3ccccc3S4(=O)=O)c(-c3ccccc3)[nH]2)cc(OC)c1O	nt	-10
O=C(NNC1=NCCC1)c1ccc(Br)cc1	nt	-2
Cc1c(NC(=O)c2ccc(Br)o2)c(=O)n(-c2ccccc2)n1C	-6	-2
Cc1ccccc1C1CC(c2ccccc2OC(F)F)Nc2ncnn21 (centres undefined)	-20	-13
CC(C)(C)c1ccc(-c2nnc(NC(=O)c3ccccc3)s2)cc1	nt	0
O=C(CCS(=O)(=O)c1cccc2nsnc12)NCc1ccccc1	-5	0
CCC1(C)Cc2c(sc3nnn(CC(=O)Nc4cccc5ccccc45)c(=O)c23)CO1 (centres undefined)	nt	3
O=C1NC2(NN1c1ccccc1)C1CC3CC(C1)CC2C3 (centres undefined)	nt	8
O=C(Cn1cc2c(n1)CCCC2)NCC1CCCO1 (centres undefined)	-5	-8
CC(CCc1ccccc1)NS(=O)(=O)c1ccccc1 (centres undefined)	nt	?

(continued)
SMILES	RT RNaseH block	RmlC RmlD mix
O=C(Nc1nnc(COc2ccc(F)cc2)s1)c1cccs1	-3	-2
COc1ccc(C(=O)NCC(c2cccnc2)N2CCN(c3ccccc3OC)CC2)cc1OC (centres undefined)	-1	nt
FC(F)Sc1ccc(NC(=S)NC2CCCCC2)cc1	nt	-8
S=C1NC(c2ccccc2)N2C(=S)NC(c3ccccc3)N12 (centres undefined)	nt	38
Cc1nn(-c2ccccc2)c2sc(C(=O)OCC(=O)N3CCCCC3)cc12	-10	7
CCCCNC(=O)c1onc(CCl)c1C(=O)OC	nt	3
O=C(c1ccco1)N1CCN(C(c2ccccc2Cl)c2nnnn2Cc2cccs2)CC1 (centres undefined)	-9	-3
CCN(CC)CC(=O)Nc1nn(-c2ccccc2)nc1C(N)=O	nt	-3
Cc1cccc(C)c1NC(=O)c1sccc1SCc1cccc(C(F)(F)F)c1	nt	5
COc1cccc2sc(NC(=O)c3ccc(S(=O)(=O)N4CCOCC4)cc3)nc12	-9	-3
COc1ccc(S(=O)(=O)N(CC(=O)O)Cc2ccccc2)cc1OC	-13	-2
CCc1nc(SCc2cc(Cl)ccc2OC)n[nH]1	-64	8
CCN(CC)S(=O)(=O)c1ccc(-c2nnc(SCC(=O)N3CCOCC3)o2)cc1	-7	-90
Nc1ccc2c(c1)COc1ccccc1O2	-73	-5
CCCC(=O)C1=C(O)C(C(=O)OC)C(C)(C)CC1=NC(C)C (centres undefined)	nt	9
Cc1ccc(-c2nnn(CCC(=O)N3CCCCC3C)n2)cc1 (centres undefined)	1	-6
Cc1ccc(C(=O)Nc2nnc(C)s2)o1	nt	-11
Cc1ccc(C2C(C(=O)c3cccs3)=C(O)C(=O)N2CCN2CCOCC2)o1 (centres undefined)	5	4
O=C(CSCc1ccc([N+](=O)[O-])cc1)NN=C1CCCCCC1	nt	18
CCc1ccc(CCC(=O)Nc2ccccc2C(=O)O)o1	nt	9

Continued; the last 2 above are carried over.
SMILES	RT RNaseH block	RmlC RmlD mix
O=C(CSCc1ccc([N+](=O)[O-])cc1)NN=C1CCCCCC1	nt	18
CCc1ccc(CCC(=O)Nc2ccccc2C(=O)O)o1	nt	9
CC(Oc1ccc(Cl)cc1Cl)C(=O)NC1=NN(c2ccccc2)C(=O)C1 (centres undefined)	nt	19
O=C(Nc1ccc(Cl)cn1)c1cccc(S(=O)(=O)N2CCOCC2)c1	nt	-7
O=C1CC(Sc2nnc(-c3ccccc3O)o2)C(=O)N1c1ccccc1 (centres undefined)	55*	nt
COc1c2c(cc3oc(=O)ccc13)OC(C)(C)C=C2	nt	9
COc1ccc(NC(=O)c2cc(OC)c(OC)cc2OC)c(S(=O)(=O)N2CCOCC2)c1	0	4
Cc1ccc(C(=O)Oc2ccc(C(=O)COC(=O)C3CC(=O)N(Cc4ccco4)C3)cc2)cc1 (centres undefined)	nt	-7
CCn1c(SCC(=O)NCc2ccco2)nc2c(c1=O)SC(C)C2 (centres undefined)	-15	-11
CCC(C)/C=C/C1=CC2=C(Cl)C(=O)C3(C)OC(=O)C(C(=O)C(C)C(C)O)C3C2=CO1 (centres undefined)	nt	i
CCOC(=O)c1sc2nccc(N(C)C)c2c1N=CNOCc1c(F)cccc1Cl	nt	-8
COc1c(F)c(F)c(C(=O)Nc2ccc3oc(-c4ccncc4)nc3c2)c(F)c1F	4	-46
CC(=O)NCCOC(=O)Nc1cccnc1	-1	1
CCOc1ccccc1NC(=O)CN(c1nccs1)S(=O)(=O)c1ccc(N)cc1	-19	-14
CC(NCc1ccco1)C(=O)N1CCc2ccccc2C1 (centres undefined)	-1	0
Cc1ccc2nc(C(F)OC(F)(F)F)[nH]c2c1 (centres undefined)	-2	-2
Cc1ccc(S(=O)(=O)N2CCOCC2)cc1C(=O)NCc1cn2ccsc2n1	-3	-16
N#CCC(=O)Nc1sc2c(c1C(N)=O)CCCC2	-14	-8
Cc1ccc(Nc2nc(OC(C(F)(F)F)C(F)(F)F)nc(N3CCOCC3)n2)cc1	-3	3
Nn1c(SCC(=O)Nc2ccc(F)cc2)nnc1C1CCCCC1	-3	-5
O=C(NCc1ccco1)c1ccc(Br)s1	-2	10
COc1ccccc1CNC(=O)c1ccc(OCc2c(C)noc2C)c(OC)c1	nt	6
O=C(NCc1cccc(Cl)c1)c1ccc2c(c1)OCO2	-2	20
CCCN1CCc2cc(O)cc3c2[C@H]1Cc1ccc(O)c(O)c1-3	nt	-18
CC(=O)NS(=O)(=O)c1ccc(NC(=O)c2ccccc2F)cc1	-8	-9
COc1cccc(Oc2nc3ncn(Cc4ccccc4)c3c(=O)n2C)c1	-22	23
CCOc1cc(C(=S)N2CCOCC2)ccc1OC	nt	2
Cc1[nH]n(-c2ccc(Cl)cc2)c(=O)c1/C=N/n1c(C)nc2ccccc2c1=O	nt	-14
O=C(N1CCCC1)n1c(Cc2ccccc2)nc2ccccc21	-17	-26
COC(=O)c1c(C)cc(OC(C)=O)c(C)c1OC(C)=O	-8	40
CCc1nc(N2CCCC(C)C2)c2oc3ccccc3c2n1 (centres undefined)	-33	-27
CC(C)C(=O)NC(=S)Nc1ccc(S(=O)(=O)N(C)Cc2ccccc2)cc1	nt	-18
c1nc(NCC2(N3CCOCC3)CCCCC2)c2ccsc2n1	-2	8
COc1ccc(OC)c(N=c2ssnc2Cl)c1	nt	-7
CC(C)(C)C1CCC2(CC1)SCC(=O)N2c1ccccc1 (centres undefined)	nt	3
CN(/N=C/c1cccnc1)c1cnn(-c2ccc(F)c(Cl)c2)c(=O)c1Cl	nt	3
COc1ccc(C(=O)c2ccccc2)c2c(O)ccc(C(=O)c3ccccc3)c12	nt	-6
COCCNS(=O)(=O)c1ccc2c(c1)n(C)c(=O)n2C	nt	6
c1ccc(C2CC(c3cccs3)n3nnnc3N2)cc1 (centres undefined)	-54	-10
CCOC(=O)c1ccccc1NC(=O)CSc1nnc(COc2ccccc2)n1CC	-1	4
Cn1cnnc1SCc1nc(N)nc(Nc2ccccc2)n1	nt	-6
Cc1cc(O)c(C(C)C)cc1NS(=O)(=O)c1ccccc1	17	-3
CCOc1ccccc1/C=N/Nc1ccccc1[N+](=O)[O-]	nt	-2
COC(=O)C1CSc2[nH]c(=O)sc2C1c1ccccc1 (centres undefined)	nt	-4
Cc1cc(/C=C(\C#N)C(=O)Nc2ccc(F)cc2)c(C)n1-c1ccc(N2CCOCC2)c([N+](=O)[O-])c1	nt	-1
CN=C(c1ccco1)n1c(=S)nc(-c2ccco2)n(C)c1=S	55*	8
O=C(/C=C/c1cc([N+](=O)[O-])ccc1OC(F)F)NCc1ccc(F)cc1	nt	4

High-throughput results (PubChem)
